# TDP-43 yeast inh: TDP-43 toxicity inhibition in yeast; TDP-43 expressing yeast growth rescue, BacTiter-Glo, 24 h; Potency, µM (top dose mostly 46.1 µM), for the others: top-dose growth rescue (activation), actives largely listed as activators; 410,000 compounds, 1.8% hits; AID 652104; note: potency is the fitted concentration of half-maximal effect; % of control where 0% means no effect; nearly all actives have a fitted effect of over 50% in size
#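 Galactose-induced TDP-43 yeast, OD600=0.02, compound pinned; 24 hr, 30 deg C; BacTiter-Glo luminescence for growth. Inhibitors of TDP-43 toxicity read as activators.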
# GLP1R ag: GLP-1 receptor (human) agonism | HEK293 GLP-1R CRE-luciferase, luminescence, 4-6 h; cells express a hypersensitive GLP-1R form | 380,000 compounds, 0.007% hits | Potency, µM (series often up to 45.6 µM), inactives show at the top dose activation, actives largely listed as activators; note: potency is the fitted concentration of half-maximal effect; % of control where 0% means no effect
# PTHR1 agonist: PTHR1 (human) receptor agonism; HEK293 GP2 PTHR1 cells, GloSensor cAMP luminescence, 1 h; Potency, µM (series often up to 115 µM), for the others: top-dose activation, actives largely listed as activators; Q03431; 410,000 compounds, 0.075% hits; note: potency is the fitted concentration of half-maximal effect; nearly all actives have a fitted effect of over 55% in size; some results filed as inactive show a strong effect at the top dose; inactives centre near -15; many of its hits are not listed in these tables
# Target sequence (Q03431 whole entry, looked up): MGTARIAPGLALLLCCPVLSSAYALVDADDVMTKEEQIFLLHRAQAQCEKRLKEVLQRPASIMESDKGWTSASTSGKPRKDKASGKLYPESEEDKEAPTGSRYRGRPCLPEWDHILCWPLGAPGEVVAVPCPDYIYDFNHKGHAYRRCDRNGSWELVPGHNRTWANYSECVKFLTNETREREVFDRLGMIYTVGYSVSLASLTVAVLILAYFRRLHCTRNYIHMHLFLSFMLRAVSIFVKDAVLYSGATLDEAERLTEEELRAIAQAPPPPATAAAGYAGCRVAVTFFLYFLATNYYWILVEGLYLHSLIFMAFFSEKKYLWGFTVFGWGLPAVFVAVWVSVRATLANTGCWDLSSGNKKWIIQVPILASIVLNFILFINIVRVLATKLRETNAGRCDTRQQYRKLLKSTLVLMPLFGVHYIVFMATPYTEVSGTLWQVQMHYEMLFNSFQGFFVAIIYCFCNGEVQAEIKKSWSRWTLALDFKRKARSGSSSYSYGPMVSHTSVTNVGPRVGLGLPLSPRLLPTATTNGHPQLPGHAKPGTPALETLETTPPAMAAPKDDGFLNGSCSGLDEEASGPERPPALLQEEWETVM
#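 HEK-293-derived GP2 cells expressing PTHR1 and a GloSensor cAMP reporter, 3,000/well, plated overnight, given luciferin plus IBMX (each 0.5 mM as added) for 1 h at 37 °C, then compound for 1 h at 37 °C. Luminescence was read after 15 min at room temperature.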
# FUS yeast rescue: FUS proteinopathy suppression in yeast. Potency, µM (highest dose often 76.6 µM), for inactives: top-dose growth rescue (activation), most hits filed as activators. S. cerevisiae FUS-expressing, growth rescue, OD600, 24 h. 390,000 compounds, 0.24% hits. AID 1347120;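 note: potency is the fitted concentration of half-maximal effect; plate controls were DMSO vehicle for no effect and reference control for full effect; nearly all actives have a fitted effect of over 55% in size; some results filed as inactive show a strong effect at the top dose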
#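 Compound concentration series was pinned onto galactose-induced FUS-expressing yeast seeded at OD 0.005. Plates sat 24hr at 30C; absorbance at 600 nm gave growth. DMSO served as background control.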
# Akt phos inh: blocks phosphorylation of Akt | Neuro2A IGF-stimulated pAkt S473 HTRF, 20 min; active compounds read low | activity change, % for hits at 50 µM | 360,000 compounds, 0.32% hits; in the data active = activity change below about -80%; inconclusive = mostly about -51% to -80%; note: % is set by controls: 0 for no effect and ±100 for the full control effect
#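 Neuro2A cells (4,500/well, DMEM with 0.5% FBS) were treated with compound at a single 50 µM final concentration, stimulated with 6 nM IGF for 20 min at 37 °C, and lysed. Phospho-Akt Ser473 was read by HTRF as 665/615 ratio ×10^4.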
# GLP-1R inv ag: inverse agonists of human GLP-1 receptor | P43220 | HEK293 GLP-1R CRE-luciferase, luminescence, 24 h; GLP-1R form is constitutively active | Potency, µM (titrated, usually from 38.3 µM), for the others: top-dose activity change, negative = inhibition, actives largely listed as inhibitors | 410,000 compounds, 1.6% hits | AID 624417; note: potency is the fitted concentration of half-maximal effect; % is set by controls: 0 for no effect and ±100 for the full control effect; nearly all actives have a fitted effect of over 55% in size
#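 Constitutively active GLP-1R drives a cAMP-responsive luciferase in stably transfected HEK293 cells; test compounds are added after overnight (12 h) attachment and left 24 hr, and signal loss in luminescence marks inhibition.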
# DRD3 antagonist: blocks the human D3 dopamine receptor | P35462 | D3R cells, DiscoveRx beta-arrestin luminescence, antagonist mode; active compounds read low | max response, negative = inhibition, % | 360,000 compounds, 2.5% hits; in the data active = max response below about -50%; inconclusive = no clear call, values can overlap the other calls; note: % is set by controls: 0 for no effect and ±100 for the full control effect; mostly tested at two doses, the higher about 12 µM
# Target sequence (P35462 whole entry, looked up): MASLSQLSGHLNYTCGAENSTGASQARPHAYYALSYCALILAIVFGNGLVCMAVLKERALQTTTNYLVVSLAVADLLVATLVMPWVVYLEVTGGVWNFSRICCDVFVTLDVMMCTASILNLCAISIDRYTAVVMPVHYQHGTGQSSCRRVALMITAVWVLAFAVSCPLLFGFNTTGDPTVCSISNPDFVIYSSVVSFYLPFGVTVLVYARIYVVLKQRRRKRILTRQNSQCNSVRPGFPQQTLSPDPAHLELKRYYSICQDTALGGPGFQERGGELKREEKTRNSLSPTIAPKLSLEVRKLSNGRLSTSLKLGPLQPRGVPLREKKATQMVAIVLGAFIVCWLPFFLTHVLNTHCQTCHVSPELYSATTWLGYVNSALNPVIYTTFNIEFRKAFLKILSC
#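 Cells expressing the human receptor were seeded at 1500 cells/well, incubated overnight at 37 degrees C in 5% CO2, then exposed to library compounds with dopamine controls for 90 minutes at 37 degrees C before luminescent detection.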
# Abeta yeast res: A-beta toxicity reversal in yeast. yeast expressing A-beta42, growth rescue, OD600, 48 h; response scale: 0% DMSO, 100% iron-clioquinol control. Potency, µM (series often up to 46.1 µM), inactives show at the top dose growth rescue, hits mostly activators. 410,000 compounds, 0.063% hits; note: potency is the fitted concentration of half-maximal effect; nearly all actives have a fitted effect of over 55% in size
#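 Growth rescue measured by 600 nm absorbance after 48 h yeast culture at 30 C with compound. Values normalized between DMSO and an equimolar ferric chloride plus clioquinol control.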
# aSyn rescue: rescues yeast growth from alpha-synuclein toxicity; Yeast expressing alpha-synuclein, growth rescue, BacTiter-Glo, 24 h; Potency, µM (series often up to 46.1 µM), for inactives: at the top dose growth rescue (activation), actives largely listed as activators; 370,000 compounds, 0.14% hits; note: potency is the fitted concentration of half-maximal effect; % of control where 0% means no effect; nearly all actives have a fitted effect of over 65% in size
#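 Galactose-induced alpha-syn yeast (OD600=0.02, raffinose-pregrown) + pinned cpd, 24 hr, 30 deg C; growth by BacTiter-Glo luminescence. Growth restoration scores as activation.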
# An asterisk follows results filed as active; i = inactive; ? = inconclusive; . = not tested or not shown; & = joins results of further samples; [ ] = dose if it differs, or a comment. Unless noted, calls come from the whole dose curve; as a rule, active = well fitted curve in the direction sought with a large enough effect; inconclusive = small, poorly fitted or top-dose-only effect, or another doubt; inactive = no such curve, though single readings can be large; an effect the other way counts as inactive or inconclusive. An excerpt; the hit share may differ from the screen's.
SMILES,TDP-43 yeast inh,GLP1R ag,PTHR1 agonist,FUS yeast rescue,Akt phos inh,GLP-1R inv ag,DRD3 antagonist,Abeta yeast res,aSyn rescue
Cc1ccccc1NC(=S)NC1(C)CCS(=O)(=O)C1 (configuration not stated),7%,-1%,i,.,i,5%,-3,1%,-3%
COc1ccc(CCCc2nnc(SCC(=O)Nc3cc(C)ccc3C)o2)cc1,35%&0%,6%,-14%,42%&20%,i,7%&-11%,13,10%&21%,9%
O=C(CN(C(=O)c1nsc(Cl)c1Cl)c1cccc(F)c1)NC1CCCC1,2%,7%,i,10%,i,?,7,-4%,3%
O=C(Nc1cccc2ccccc12)c1csc(COCCO)n1,21%,5%,-16%,-19%,i,-19%,11,11%,-7%
CCCn1nnc(NC(=O)c2ccc(OC)cc2)n1,-11%,3%,i,18%,i,8%,-4,-5%,-3%
O=C(c1ccc(Cl)cc1)n1cnc2ccccc21,1%,-8%,i,-23%,i,14%,7,-29%,-17%
C/C(CC1(O)C(=O)N(C)c2ccccc21)=N\O (configuration not stated),-12%,0%,8%[57.5 µM],9%,i,17%,-17,5%,-5%
CCC(=O)N1CCc2cc(Br)c(S(=O)(=O)CCC(=O)NCCOC)cc21,-16%,16%,-3%,-6%,i,4%,12,17%,-3%
CCC(Sc1nc2n[nH]c(C)c2c(=N)n1-c1cc(Cl)ccc1C)C(=O)N1CCOCC1 (configuration not stated),?,19%,-19%,-1%,i,28%,7,-6%,4%
COc1ccc(-n2c(=O)c3c4c(sc3n(Cc3ccc(C(C)(C)C)cc3)c2=O)CCC4)c(OC)c1,12%,.,i,?,.,6.3µM*,.,12%,.
CCc1ccc(-n2c(=O)c3ccc(C(=O)NCCc4ccccc4)cc3n(Cc3ccccc3C#N)c2=O)cc1,-11%,-6%,i,-12%,.,14%,.,-11%,2%
CCN1CCN(c2nc(Nc3ccc(C)c(C)c3)nc(N)c2[N+](=O)[O-])CC1,3%,20%,i,29%,i,?,-83*,11%,?
COc1ccc(CC(=O)NNC(=O)c2ccc(NC(C)=O)cc2)cc1,-22%[9.22 µM],1%,-6%,37%,i,6%[7.66 µM],3,1%,-5%
Cc1ccccc1-c1nc(CS(=O)(=O)CC(=O)NCCCc2ccccc2)c(C)o1,-7%,-1%,i,-2%,.,?,.,-12%,.
Cc1ccc(S(=O)(=O)N(C)c2ccc(C(=O)Nc3cccnc3)cc2)cc1,-10%,-3%,i,.,i,-10%,-23,-10%,13%
O=C(NN1C(=O)c2ccccc2C1=O)c1ccccc1[N+](=O)[O-],1%,5%,-94%[inhibitor],-36%,i,10%,13,-2%,2%
Cc1ccc(NC(=O)Cn2c(=O)n(CCc3ccccc3)c(=O)c3c4c(sc32)CCCC4)cc1C,?,0%,-22%,-31%,.,8%,.,3%,.
Cc1ccc(NC(=O)Cc2cccs2)cc1Cl,20µM*,16%,-9%,6%,i,?,19,-3%,2%
CCOC(=O)N1CCN(C(=O)c2n[nH]c(=O)c3ccccc23)CC1,-18%,-8%,i,16%,i,5%,-3,-13%,2%
O=C(OCC1CCNCC1)c1ccc2c(c1)OCO2,11%,0%,-28%,19%,i,-15%,4,7%,6%
Cc1cc(CN2C(=O)c3ccccc3C2=O)no1,0%,1%,-30%,-8%,i,8%,-5,4%,0%
COc1ccc(NC(=O)CN(C)C(=O)CCCc2nc3ccccc3s2)cc1,28%,-10%,-6%,10%,i,-12%,10,-1%,11%
Cc1cccc(NC(=O)Nc2ccccn2)c1C,10%,1%,i,-13%,i,29%,0,4%,-1%
CC1(C)Cc2noc(N)c2C(C)(C)N1OC(=O)c1scc2c1OCCO2,-22%,4%,i,8%,i,3%,1,-3%,-1%
CCOC(=O)Cc1nn(CC)c(=O)c2ccccc12,-8%,-2%,?,-33%,i,32%[activator],2,-13%,1%
CC(Oc1ccc(Cl)cc1Cl)C(=O)NCCCN1CCOCC1 (configuration not stated),26%,-3%,-22%,-15%,i,-7%,-2,4%,8%
Cc1cc(C)c(C(=O)CSC2=NC(N)=C(C#N)C3(CCCCC3)C2C(N)=O)cc1C (configuration not stated),-8%,3%,-12%,43%,i,0%,-26,-6%,-3%
CCn1nc(CC(C)C)cc1C(=O)N1CCCC(Nc2ccc(OC)cc2)C1 (configuration not stated),8%,-5%,i,6%,i,-11%,-7,8%,-1%
Cc1ccc(S(=O)(=O)N2CCC(=O)N(C(COCc3ccc(C(F)(F)F)cc3)Cc3ccccc3)CC2)cc1 (configuration not stated),-1%,4%,i,?,i,?,-19,10%,3%
CCN(C(=O)COC(=O)c1ccc2ccccc2c1)c1c(N)n(Cc2ccccc2)c(=O)[nH]c1=O,9%,8%,-17%,-3%,i,1%,-3,-6%,3%
CN(Cc1ccc(F)cc1)S(=O)(=O)c1ccc2[nH]c(=O)[nH]c2c1,1%,7%,-35%[inhibitor],-53%,i,8%,16,-4%,1%
O=C(CN1c2ccccc2S(=O)(=O)c2ccccc21)NCc1ccc(F)cc1,-7%,6%,-26%,-10%,i,?,2,6%,?
CCOC(=O)CC1=CC(=O)Nc2ccccc2N1,-9%,0%,-4%[57.5 µM],12%,.,-19%,0,4%,2%
CN1CCN(c2nc(-c3ccccc3)nc(-c3ccccc3)c2C#N)CC1,-5%,0%,-1%,21%,i,-12%,-29,-16%,-9%
Cc1c(CN2CCC(CO)(CCOc3ccccc3)CC2)c(=O)n(-c2ccccc2)n1C,-10%[9.22 µM],5%,i,-6%,i,-22%[7.66 µM],8,-2%,1%
Cc1ccccc1-c1cc2nc(NCc3cccnc3)n(C)c(=O)c2s1,2%,3%,-17%,6%,i,-3%,-10,-4%,-1%
CC(=O)N1CCc2cc(Br)cc(S(=O)(=O)NCCCN3CCC(C)CC3)c21,3%,-6%,i,18%,i,8%,-1,1%,0%
CC(C)Cc1nnc(NC(=O)CCC(=O)Nc2ccc(Cl)cc2)s1,6%,-4%,-6%,-18%,i,-3%,5,5%,14%
CCOC(=O)c1cnc2ccccc2c1Nc1cc(C(=O)O)ccc1C,9%,2%,-14%,-12%,i,21%,-10,-3%,-4%
Cc1cc(C)c(C)c(S(=O)(=O)NCC(=O)Nc2ccc(F)cc2)c1C,15%,2%,i,6%,i,?,4,14%,13%
Cc1nc(NS(=O)(=O)c2cccs2)c2c3c(sc2n1)CCC3,4%,-5%,-4%[57.5 µM],6%,i,-2%,?,-2%,-1%
CCCCCCNC(=O)CCCCCNS(=O)(=O)c1ccc(Br)cc1,-16%,6%,-15%,-5%,i,?,-5,-40%[inhibitor],5%
COc1cccc(C(=O)CSc2nnnn2C)c1,?,-7%,i,4%,i,5%,-64*,-15%,11%
N#CCSc1ncnc2c1cnn2CCO,8%,15%,-3%[57.5 µM],-25%,i,6%,34,18%,0%
CCOC(=O)C1=C(COC(=O)Cc2ccc(Br)cc2)NC(=O)NC1C (configuration not stated),3%,6%,i,25%,i,6%,-3,0%,-1%
Cc1cccc(CNC(=O)c2ccccc2N)c1,-1%,-2%,?,19%,i,-4%,24,8%,9%
COc1cc(/C=C/C(=O)Nc2ccc3nc4n(c(=O)c3c2)CCCC4)cc(OC)c1OC,0%,11%,-34%[inhibitor],-10%,i,21%,9,-14%,10%
COc1ccc(CCNC(=O)C/C(C)=N/NC(=O)COc2ccc(C)cc2Br)cc1OC,26%,13%,-72%[inhibitor],-1%,i,-1%,0,-9%,5%

# Entries above that contain an aryl methoxy group:
SMILES,TDP-43 yeast inh,GLP1R ag,PTHR1 agonist,FUS yeast rescue,Akt phos inh,GLP-1R inv ag,DRD3 antagonist,Abeta yeast res,aSyn rescue
COc1ccc(CCCc2nnc(SCC(=O)Nc3cc(C)ccc3C)o2)cc1,35%&0%,6%,-14%,42%&20%,i,7%&-11%,13,10%&21%,9%
CCCn1nnc(NC(=O)c2ccc(OC)cc2)n1,-11%,3%,i,18%,i,8%,-4,-5%,-3%
COc1ccc(-n2c(=O)c3c4c(sc3n(Cc3ccc(C(C)(C)C)cc3)c2=O)CCC4)c(OC)c1,12%,.,i,?,.,6.3µM*,.,12%,.
COc1ccc(CC(=O)NNC(=O)c2ccc(NC(C)=O)cc2)cc1,-22%[9.22 µM],1%,-6%,37%,i,6%[7.66 µM],3,1%,-5%
COc1ccc(NC(=O)CN(C)C(=O)CCCc2nc3ccccc3s2)cc1,28%,-10%,-6%,10%,i,-12%,10,-1%,11%
CCn1nc(CC(C)C)cc1C(=O)N1CCCC(Nc2ccc(OC)cc2)C1 (configuration not stated),8%,-5%,i,6%,i,-11%,-7,8%,-1%
COc1cccc(C(=O)CSc2nnnn2C)c1,?,-7%,i,4%,i,5%,-64*,-15%,11%
COc1cc(/C=C/C(=O)Nc2ccc3nc4n(c(=O)c3c2)CCCC4)cc(OC)c1OC,0%,11%,-34%[inhibitor],-10%,i,21%,9,-14%,10%
COc1ccc(CCNC(=O)C/C(C)=N/NC(=O)COc2ccc(C)cc2Br)cc1OC,26%,13%,-72%[inhibitor],-1%,i,-1%,0,-9%,5%

# Screens: PubChem BioAssay, National Center for Advancing Translational Sciences (NCATS)
